From PubChem
UPR CHOP act = apoptotic UPR (CHOP) activation. CHO-CHOP luciferase reporter, luminescence; percent of tunicamycin response over DMSO baseline. activation, % at 10 µM. actives 0.34% (n = 330,000);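 active = at 10 µM dose, activation of 40% or more, normalized to positive control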;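 also: 100% = tunicamycin at 10 µg/mL and 0% = DMSO alone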
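System: CHO-CHOP luciferase reporter cell line | Buffer or medium: F12 medium containing 10% fetal bovine serum | Doses: One dose, 10 µM in 0.5% DMSO | Times: 6 h compound exposure at 37 °C after overnight seeding | Signal: Luciferase luminescence | Read-out: % activation vs tunicamycin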
Mdm2 MdmX PPI = human Mdm2/MdmX binding inhibition. O15151+Q00987. SaOS-2 split-luciferase Mdm2/MdmX complementation, luminescence. inhibition, % at 8 µM. actives 3% (n = 330,000). AID 485346;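 active = inhibition of at least 50% at 8 µM in the primary screen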
Target sequence (O15151 whole entry, looked up): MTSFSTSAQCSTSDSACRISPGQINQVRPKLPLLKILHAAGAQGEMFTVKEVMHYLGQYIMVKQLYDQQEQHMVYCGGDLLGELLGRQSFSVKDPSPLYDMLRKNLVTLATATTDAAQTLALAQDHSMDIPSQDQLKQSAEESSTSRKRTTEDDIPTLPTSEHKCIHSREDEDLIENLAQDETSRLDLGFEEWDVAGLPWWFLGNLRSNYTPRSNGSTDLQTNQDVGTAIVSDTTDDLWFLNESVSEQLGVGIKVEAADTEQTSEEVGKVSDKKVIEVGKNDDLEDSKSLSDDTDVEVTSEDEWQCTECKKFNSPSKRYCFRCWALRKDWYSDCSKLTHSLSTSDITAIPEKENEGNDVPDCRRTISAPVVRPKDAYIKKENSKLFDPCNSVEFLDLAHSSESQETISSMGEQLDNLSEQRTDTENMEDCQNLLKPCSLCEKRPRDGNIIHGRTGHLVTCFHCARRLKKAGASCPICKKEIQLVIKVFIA
Target sequence (Q00987 whole entry, looked up): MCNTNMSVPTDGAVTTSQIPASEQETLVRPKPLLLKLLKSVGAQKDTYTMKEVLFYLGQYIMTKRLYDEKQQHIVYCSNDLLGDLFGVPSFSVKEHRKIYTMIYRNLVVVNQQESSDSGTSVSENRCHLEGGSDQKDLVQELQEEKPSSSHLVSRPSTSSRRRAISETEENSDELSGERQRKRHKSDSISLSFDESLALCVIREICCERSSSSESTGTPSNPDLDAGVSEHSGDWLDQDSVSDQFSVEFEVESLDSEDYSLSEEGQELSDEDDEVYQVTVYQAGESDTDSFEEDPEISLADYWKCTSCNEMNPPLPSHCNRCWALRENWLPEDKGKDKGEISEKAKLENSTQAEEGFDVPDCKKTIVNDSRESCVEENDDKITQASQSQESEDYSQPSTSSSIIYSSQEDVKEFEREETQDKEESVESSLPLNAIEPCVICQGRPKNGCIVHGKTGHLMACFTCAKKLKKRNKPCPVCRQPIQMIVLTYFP
UPR XBP1 act = activators of adaptive arm of unfolded protein response (XBP1). activation, % at 20 µM. CHO-XBP1 luciferase reporter, IRE1-XBP1 UPR activation, luminescence; percent of tunicamycin response, DMSO as zero. actives 0.33% (n = 330,000);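 active = versus positive control, 20 µM dose yields 30% or more activation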;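 also: 100% = tunicamycin at 10 µg/mL and 0% = DMSO only wells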
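Material – CHO cell line with stable XBP1 luciferase reporter · Buffer or medium – F12 plus 10% FBS · Compound – single point, 20 µM final compound, 1% DMSO · Schedule – 16-18 h cell attachment at 37 °C, then 6 h compound exposure · Signal – Steady-Glo luminescence read · Benchmarks – high control tunicamycin 10 µg/mL final, low control DMSO vehicle only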
NALP3 yeast inh = NALP3 inhibition in yeast; Yeast reconstituted NLRP3/ASC/caspase-1, beta-gal luminescence, 24 h; inhibition, % at 10 µM; actives 0.39% (n = 330,000);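 active = inhibition of 50% or more; inactive = inhibition below 50%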;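 also: plate controls were induced DMSO wells for no effect and uninduced yeast grown without galactose for full effect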
tim23-1 inh = growth inhibitors of tim23-1 mutant yeast | S. cerevisiae tim23-1 growth, BacTiter-Glo luminescence, 24 h | actives 1.3% (n = 330,000) | inhibition, % at 20 µM;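 active = growth inhibition of the mutant yeast at or above 50%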;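 also: temperature-sensitive mutant grown at 25 °C; plate controls were DMSO-treated mutant yeast for no effect and medium wells lacking yeast for full effect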
TIM10 inh = growth inhibitors of TIM10 yeast strain; S. cerevisiae TIM10 strain growth, BacTiter-Glo luminescence, 24 h; inhibition, % at 10 µM; actives 1.4% (n = 330,000);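 active = inhibition of 40% or more at the single tested concentration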;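 also: wild-type TIM10 isogenic control strain grown at permissive 25 °C; 0% = DMSO yeast wells and 100% = minimal medium wells without yeast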
tim10-1 inh = inhibits growth of tim10-1 mutant yeast | S. cerevisiae tim10-1 ts strain growth, BacTiter-Glo, 24 h | inhibition, % at 20 µM | actives 2.2% (n = 330,000) | AID 463190;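 active = inhibition of at least 40%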;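 also: mutant grown at 25 °C; 0% = DMSO wells with yeast and 100% = wells holding no yeast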
APJ ag = APJ receptor agonism; CHO-K1 APJ PathHunter beta-arrestin, luminescence; 0% DMSO wells, 100% apelin; P35414; activation, % at 20 µM; actives 0.11% (n = 330,000);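 active = activation more than six SD over the plate average, tested at 20 µM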;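 also: 0% = DMSO alone and 100% = apelin-13 at 10 nM; some results filed as inactive read as strong as hits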
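Test system – PathHunter CHO-K1 APJ (AGTRL-1) beta-arrestin reporter cells · Input – 1000 cells/well · Compound – single test compound dose, 20 µM final, 1% DMSO · Times – compound stimulation 90 min at 25 °C, detection 60 min · Technique – beta-gal luminescence · Read-out basis – APJ–arrestin association signal · Control set – negative DMSO alone, positive Apelin-13 at 10 nM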
NR3A LBD binder = modulates the human NR3A ligand-binding domain; NR3A LBD differential scanning fluorimetry, Tm shift; 0% = protein alone, 100% = glycine-bound protein; Tm shift relative to glycine control, % at 25 µM; actives 2.5% (n = 340,000);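 active = melting temperature shift of at least 10% of the positive control shift, at one fixed dose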
* marks the source's active call; other numbers are inactive results; · = no result given.

SMILES | UPR CHOP act | Mdm2 MdmX PPI | UPR XBP1 act | NALP3 yeast inh | tim23-1 inh | TIM10 inh | tim10-1 inh | APJ ag | NR3A LBD binder
Cc1n[nH]c(C)c1C(=O)CC1(O)C(=O)N(CCc2ccccc2)c2ccc(Cl)cc21 (stereo not drawn) | 1.4 | 21 | -4 | 6 | 0 | 9 | 17 | 0 | -3
Cc1ccc(C2CC(C(F)(F)F)n3ncc(C(N)=O)c3N2)cc1 (stereo not drawn) | -1.7 | -3 | 0 | 1 | 10 | -4 | 2 | -2 | -1
Oc1ccccc1C(=S)N1CCN(c2cccc(Cl)c2)CC1 | -1.1 | -30 | -4 | 14 | 40 | 37 | 28 | -2 | -4
O=C(COc1nsnc1N1CCOCC1)Nc1ccccc1Cl | 1.6 | -9 | 0 | 8 | 13 | 1 | 11 | 4 | 1
O=C(COc1ccccc1F)NC12CC3CC(CC(C3)C1)C2 | 0.4 | 15 | -2 | 29 | 32 | -5 | -10 | -3 | 1
CN(C(=O)CSc1nnc(C2CC2)n1C)C1CCCc2ccccc21 (stereo not drawn) | 0.0 | 6 | -2 | 9 | 7 | -9 | -15 | -1 | 2
CCn1cc(/C=N\NC(=O)Cc2ccc([N+](=O)[O-])cc2)c(C)n1 | 6.0 | 20 | 1 | 0 | 1 | -7 | 19 | 0 | -7
Cc1cc(NC(=O)CCc2ccc(C)o2)no1 | -5.3 | -11 | -1 | 14 | 7 | -13 | 9 | 1 | 0
O=C(NC1CCCCCC1)C(=S)NCCc1ccccc1 | 5.7 | -19 | 4 | 11 | -2 | -1 | 15 | 0 | 2
Cc1cc(F)ccc1S(=O)(=O)N1CCCOC1CNC(=O)C(=O)NCCc1ccccc1 (stereo not drawn) | -0.9 | 14 | -3 | 12 | 15 | 7 | 18 | -1 | -1
C=CCNC(=O)CSc1nnc(-c2ccccn2)n1Cc1ccccc1 | -1.7 | 17 | -3 | 7 | 18 | -4 | 3 | -2 | -2
O=C(CSc1nnc(CNC(=O)C23CC4CC(CC(C4)C2)C3)n1-c1ccccc1)Nc1ccccc1 | -1.0 | -19 | -1 | 15 | 13 | 22 | 3 | -1 | -2
CC1CCC(C(=O)NC(C(=O)N2CCC(N3CCCCC3)CC2)C(C)C)CC1 (stereo not drawn) | -2.9 | -12 | 0 | 5 | 4 | 9 | -2 | -6 | 2
CCOC(=O)c1ccc(N2C(=O)CC(NC3CCN(C(=O)c4ccc(F)cc4)CC3)C2=O)cc1 (stereo not drawn) | -2.4 | 2 | 0 | -5 | -9 | 7 | 21 | -6 | -5
Cc1ccc(C)c(NC(=O)CSc2nnc(-c3ccccc3)n2N)c1 | -1.5 | -10 | -2 | 11 | 24 | 15 | 21 | -7 | 1
COc1ccc(S(=O)(=O)Nc2cccc(-c3ccc4nncn4n3)c2)cc1 | -1.5 | 49 | 2 | 12 | 7 | 8 | 2 | 3 | -2
O=C(NC(NC1CCS(=O)(=O)C1)C(=O)c1ccccc1)c1ccc(Cl)cc1 (stereo not drawn) | -0.3 | -27 | -2 | 7 | 5 | 9 | 11 | 0 | 0
Cc1c(/C=C(\CC(=O)O)c2nc3ccccc3s2)cc(C#N)n1C | 1.5 | -42 | -3 | 13 | 10 | -2 | 5 | -2 | 0
c1ccc(CSc2nnc(-c3cccs3)o2)cc1 | 4.9 | -24 | 3 | 34 | 26 | 5 | 17 | 1 | -1
CC(C)n1c(NCc2cccs2)nc2ccccc21 | -0.2 | -3 | -2 | 21 | -7 | -9 | 3 | -5 | 0
Cc1ccccc1CSc1nc2c(c(=O)[nH]1)CCCC2 | -2.4 | 26 | 0 | 16 | 18 | -15 | 15 | -7 | ·
Cc1ccnc(NC(=O)c2ccc(Cl)cc2Cl)n1 | 3.5 | 6 | -5 | 11 | 17 | -4 | -7 | -2 | ·
CCOc1ccc(-c2csc(NC(=O)c3ccco3)n2)cc1 | 5.4 | -38 | 1 | 34 | 43 | -5 | 28 | -1 | -8
COc1ccc(C(CCN2CCCC(C)C2)c2c(OC)cc(OC)c3c(C)cc(=O)oc23)cc1 (stereo not drawn) | 0.5 | 34 | 3 | 3 | 19 | 5 | 7 | -8 | 0
Cc1ccc(S(=O)(=O)Nc2ccccc2F)cc1C(=O)N1CCN(c2ccccc2O)CC1 | -0.1 | 0 | -2 | 6 | 13 | 0 | 15 | 0 | 3
SMILES | UPR CHOP act | Mdm2 MdmX PPI | UPR XBP1 act | NALP3 yeast inh | tim23-1 inh | TIM10 inh | tim10-1 inh | APJ ag | NR3A LBD binder
C=CCOc1ccc(CNC(C)(C)CO)cc1OC | -2.6 | -11 | 0 | -9 | 4 | -7 | -2 | -3 | 0
S=C(c1ccc(N2CCCC2)cc1)N1CCCCC1 | 5.3 | -55 | 0 | -3 | 33 | 19 | 32 | 7 | 1
c1ccc(CCN=C2CCCc3c2[nH]c2ccccc32)cc1 | 1.1 | -7 | 1 | 19 | -3 | 7 | 17 | -2 | 0
COc1ccc(S(=O)(=O)N2CCOCC2)cc1NC(=O)COC(=O)C1CC1C (stereo not drawn) | 0.5 | 0 | 1 | 13 | -1 | 2 | -3 | 1 | 0
O=C1Nc2cc(Cl)c(Cl)cc2N(O)N1c1ccc(Cl)cc1 | 0.7 | 4 | -2 | 9 | -5 | -1 | -4 | -3 | -7
COc1ccc(C2(C(=O)Nc3ccc(C)c(C)c3)CCOCC2)cc1 | 0.7 | -14 | -3 | 6 | 2 | 2 | 0 | -4 | -2
O=C(O)c1ccc2c(c1)SC1=NS(=O)(=O)CCN12 | -2.1 | -1 | -1 | 2 | -6 | -3 | 1 | -4 | 2
O=C1CN(CC(=O)Nc2ccc(SC(F)F)cc2)CCN1 | -1.5 | 26 | 2 | 0 | -6 | 0 | 6 | -4 | -2
CN1C2C=C(N(CCc3c[nH]c4ccccc34)C(=O)c3ccc(Cl)cc3)CC1CC2 (stereo not drawn) | 1.2 | 50 | 0 | -2 | 22 | 2 | 31 | 0 | -1
CC(=O)c1cccc(NC(=O)COC(=O)CCC(=O)c2ccc(F)cc2)c1 | 0.5 | -8 | 3 | 15 | 18 | 1 | 4 | -3 | -2
O=C(c1cc(COc2ccc(F)cc2Cl)on1)N1CCCC(c2ccccc2)C1 (stereo not drawn) | -1.1 | 9 | -5 | 6 | 11 | -4 | 17 | -1 | -7
Cc1ccc(NC(=O)COc2ccc(/C=C3/NC(=O)NC3=O)cc2)cc1 | -1.4 | 14 | -4 | 2 | -14 | -16 | -14 | -5 | 0
Cc1cccc(OCC(=O)NCCCNC(=O)c2ccc(C)nc2)c1 | -0.4 | 26 | -8 | -6 | 5 | -7 | 12 | -2 | -1
CC(=O)c1ccc(NC(=O)N2CCc3ccccc3C2)cc1 | 1.5 | -25 | 1 | -1 | 26 | -1 | 19 | -1 | 1
CC(C)(Oc1ccc(Cl)cc1)C(=O)NCCN1C(=O)S/C(=C/c2cccnc2)C1=O | -0.1 | -19 | -1 | 11 | 53* | 51* | 48* | 1 | 0
COc1cc(NC(=O)c2cc(OC)c(OC)c(OC)c2)c(OC)cc1NC(=O)CN1CCCCC1 | 0.1 | 38 | -7 | 6 | 7 | 4 | 7 | 1 | 1
N#Cc1ccccc1CSCCNC(=O)Cc1c(F)cccc1Cl | 3.2 | -13 | 2 | 12 | 13 | 6 | 11 | -3 | -2
O=C(CSc1nc2ccccc2c(=O)n1-c1ccc(F)cc1F)Nc1ccc2c(c1)CCC2 | -0.4 | 27 | -4 | 4 | 17 | -1 | 32 | -4 | -1
COc1cc(C)c(Cl)cc1S(=O)(=O)NCc1ccco1 | 2.6 | 14 | -2 | -7 | 24 | 22 | 26 | 2 | 3
Cc1ccc(O)c(C(=O)/C=C/c2ccc3c(c2)OCCCO3)c1 | 5.6 | 16 | 4 | 25 | 37 | 49* | 38 | -4 | -21
Cc1ccc(-c2cc(C(=O)N/N=C/c3ccco3)[nH]n2)cc1 | -6.7 | 4 | -10 | 10 | 49 | 26 | -25 | -2 | 2
Cn1nccc1C(=O)N1CCCC(C(=O)c2ccc(Oc3ccccc3)cc2)C1 (stereo not drawn) | -0.7 | 16 | -6 | -22 | 21 | 10 | 14 | 0 | -1
O=C(CSc1nnc(-c2ccco2)n1Cc1ccccc1)NC(=O)NCc1ccco1 | -2.1 | 8 | -3 | 7 | 12 | 12 | -1 | -3 | -2
Cc1cccc(NC(=S)Nc2ccc(Oc3ccccc3)cc2)n1 | 1.8 | 9 | 0 | 19 | -10 | 12 | 23 | -1 | 0
CC(=O)c1sc(Nc2ccccn2)nc1C | 0.7 | 15 | 6 | 27 | 34 | -3 | 8 | 0 | -3

One compound at a time, as listed above.
`CCn1cc(/C=N\NC(=O)Cc2ccc([N+](=O)[O-])cc2)c(C)n1` across the screens: UPR CHOP act = 6.0; Mdm2 MdmX PPI = 20; UPR XBP1 act = 1; NALP3 yeast inh = 0; tim23-1 inh = 1; TIM10 inh = -7; tim10-1 inh = 19; APJ ag = 0; NR3A LBD binder = -7
`c1ccc(CSc2nnc(-c3cccs3)o2)cc1` across the screens: UPR CHOP act = 4.9; Mdm2 MdmX PPI = -24; UPR XBP1 act = 3; NALP3 yeast inh = 34; tim23-1 inh = 26; TIM10 inh = 5; tim10-1 inh = 17; APJ ag = 1; NR3A LBD binder = -1

Compounds from the list above with a thiophene ring, fused or not, in the order listed:
SMILES | UPR CHOP act | Mdm2 MdmX PPI | UPR XBP1 act | NALP3 yeast inh | tim23-1 inh | TIM10 inh | tim10-1 inh | APJ ag | NR3A LBD binder
c1ccc(CSc2nnc(-c3cccs3)o2)cc1 | 4.9 | -24 | 3 | 34 | 26 | 5 | 17 | 1 | -1
CC(C)n1c(NCc2cccs2)nc2ccccc21 | -0.2 | -3 | -2 | 21 | -7 | -9 | 3 | -5 | 0

Remaining list, next part:
SMILES | UPR CHOP act | Mdm2 MdmX PPI | UPR XBP1 act | NALP3 yeast inh | tim23-1 inh | TIM10 inh | tim10-1 inh | APJ ag | NR3A LBD binder
C=CCc1c(C)nc(SCC(N)=O)[nH]c1=O | 0.1 | 20 | 1 | -15 | 4 | -11 | 7 | -4 | -1
Cc1cccc(C)c1NC(=O)CN(C)C(=O)CC1OC(=O)c2ccccc21 (stereo not drawn) | 0.7 | 9 | -1 | 3 | -2 | 0 | 10 | -2 | -1
CC(NC(=O)c1cccc(Cl)c1)C1CC2CCC1C2 (stereo not drawn) | -0.8 | -1 | -2 | 4 | 38 | 19 | 45* | -4 | -1
COc1ccc(/C=C/c2nc(N)nc(-c3ccccc3O)n2)cc1 | 1.6 | -6 | 2 | 9 | 9 | 18 | 6 | 0 | 72*
COc1cc(OC)cc(Oc2ccc(S(=O)(=O)N3CCCCC3)cc2[N+](=O)[O-])c1 | -0.3 | 43 | -2 | 24 | 27 | 31 | 16 | -1 | -1
Cc1noc(C)c1COc1ccc(CC(=O)NC2CCCCCC2)cc1 | -0.2 | 24 | 3 | 10 | 13 | 9 | 5 | -4 | 1
Cn1c(=O)c2c(nc(NN=C3CCCCC3)n2C)n(C)c1=O | -1.6 | 17 | -1 | 9 | 0 | 11 | 1 | -1 | 2
